KKLEB cytotox – cytotoxicity in KKLEB CF airway cells, primary screen, cytotoxicity control for CF NF-kB inhibitor project, cell-based, uHTS, fluorescence assay plates; KKLEB CF airway cells viability, ATPlite luminescence, overnight; active compounds read low; cells stimulated with P. aeruginosa culture filtrate; activity change (cytotoxicity), % at 5 µM; 360,000 tested, 0.36% active; AID 602141, 2011;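 active = corrected activity change at or below -50% at 5 µM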
Peg3 promoter – Peg3 promoter-driven luciferase inhibitors, primary screen, cell-based, HeLa, luciferase luminescence. HeLa PEG-Prom luciferase reporter, overnight. inhibition, % at 20 µM. 360,000 tested, 1.7% active;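 active = inhibition of at least 50% at 20 µM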
NR2E3 ag-1 – inhibitors of NR2E3-RetCOR corepressor binding, primary screen, NR2E3 agonist project, biochemical, TR-FRET, GST-NR2E3, biotin-RetCOR; Photoreceptor-specific nuclear receptor (Homo sapiens), Q9Y5X4; 1536-well; inhibition of corepressor binding, % at 4.78 µM; 320,000 tested, 0.12% active; AID 2300, 2010;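 active = percent inhibition above the cutoff of mean plus 3 SD of all tested compounds, set per screening campaign, cut at about 20% in these data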;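 also: 0% = DMSO wells and 100% = biotin wells as full block of FRET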
Target sequence (Q9Y5X4 whole entry, looked up): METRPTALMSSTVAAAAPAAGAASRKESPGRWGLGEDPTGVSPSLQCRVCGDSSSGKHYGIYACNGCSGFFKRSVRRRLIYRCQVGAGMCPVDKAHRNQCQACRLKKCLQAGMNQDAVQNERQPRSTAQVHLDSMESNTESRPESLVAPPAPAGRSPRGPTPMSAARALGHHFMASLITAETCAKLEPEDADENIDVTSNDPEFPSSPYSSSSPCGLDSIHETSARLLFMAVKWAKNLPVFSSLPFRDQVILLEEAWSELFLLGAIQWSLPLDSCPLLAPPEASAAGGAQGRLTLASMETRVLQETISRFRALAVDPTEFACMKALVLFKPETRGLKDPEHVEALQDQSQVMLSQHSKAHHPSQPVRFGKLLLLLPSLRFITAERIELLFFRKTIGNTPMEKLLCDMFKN
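System: GST-tagged NR2E3 plus biotinylated RetCOR corepressor; Amount: 1.35 nM GST-tagged NR2E3 final; Dosing: single nominal compound dose of 4.8 µM; Schedule: 5 h incubation at 4 °C; Technique: TR-FRET with europium anti-GST and streptavidin-D2, 340 nm excitation; Controls: biotin wells as high control, 0.6% DMSO wells as low control.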
CF NFkB block – inhibitors of PAF-induced NF-kB signaling, primary screen, cell-based, GFP fluorescence, uHTS. KKLEB NF-kB-GFP reporter, GFP fluorescence overnight. inhibition, % at 5 µM. 360,000 tested, 0.86% active;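 active = at least 50% inhibition at 5 µM, scaled per plate between neutral and stimulator controls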;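 also: PAF is a Pseudomonas aeruginosa culture filtrate used as stimulus; plate controls were PAF-stimulated DMSO wells for no effect and unstimulated DMSO wells for full effect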
Shn3 3UTR inh – reduction of Shn3 3'UTR firefly luciferase signal, primary screen, Schnurri-3 inhibitor project, cell-based, Clone20 osteoblasts, set 2. Clone20 osteoblast Shn3 3'UTR firefly luciferase, 24 h. inhibition, % at 12.5 µM. 360,000 tested, 0.52% active;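 active = mean inhibition of at least 75% with every replicate also reaching 75%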;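 also: 0% = median of neutral control wells and 100% = pilot-screen positive control compound; some compounds past the cut are filed as inactive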
NR2E3 ag-2 – NR2E3 agonists in two-hybrid cells, primary screen, cell-based, luminescence, CHO-S, Gal4-NCOR/VP16-NR2E3; Photoreceptor-specific nuclear receptor (Homo sapiens), Q9Y5X4; luciferase; inhibition of corepressor binding, % at 3.98 µM; 360,000 tested, 0.35% active; AID 602229, 2012;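 active = inhibition above the mean of all tested compounds plus 3 SD, cut at about 70% in these data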;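 also: 0% = DMSO with NR2E3 transfected cells and 100% = cells lacking NR2E3 construct; higher means lower luciferase signal from less NR2E3 corepressor binding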
aDG glyco up – activators of alpha-DG glycosylation, primary screen, uHTS, Pro5-aDG cells, AlphaScreen; alpha-DG glycosylation AlphaScreen (IIH6); 0% Pro5, 100% B10-LARGE cell signal; activation, % at 10 µM; 360,000 tested, 0.22% active; AID 624168, 2012;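 active = activation of at least 8% versus controls, or a plate z-score of at least 8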;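 also: Pro5 are CHO cells carrying HIG-tagged alpha-DG that lacks glycosylation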
hiPSC survival – enhancers of single-cell hiPSC survival, primary screen, ATPlite luminescence; 100% = ROCK inhibitor wells, 0% = DMSO; survival enhancement, % at 20 µM; 360,000 tested, 0.044% active; in the data active = survival enhancement above about 18%;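 also: cells exposed to compounds for 16 hours before the ATP read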
HIF-2a block – HIF-2a reporter inhibitors, primary screen, luminescence, 786-0 RCC cells; inhibition, % at 18.8 µM; 360,000 tested, 0.72% active; AID 624352, 2012; 786-0 RCC cells HIF-2a reporter, luciferase luminescence, overnight;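 active = inhibition of the luminescence signal of 40% or more relative to plate controls, in a single-dose primary screen at 18.75 µM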
TWEAK-Fn14 inh – inhibitors of TWEAK-Fn14 signaling, primary screen, luciferase reporter cells, uHTS. 360,000 tested, 2% active. TWEAK-stimulated Fn14 reporter cells, luciferase luminescence, 8 h. inhibition, % at 10 µM; in the data active = inhibition above about 50%
TRPM1 prom inh – inhibitors of MITF-dependent TRPM1 promoter reporter, primary screen, cell-based, SK-MEL-5, single point, luciferase; inhibition, % at 12.5 µM; SK-MEL-5 TRPM1 promoter luciferase, 24 h; 330,000 tested, 0.83% active; AID 488899, 2010;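 active = mean inhibition across replicates of 60% or more, whatever share of single replicates reaches that level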; also: values of inactives mirror those of a sister screen read the other way
* marks the source's active call; other numbers are inactive results; · = not tested or not shown.

SMILES	KKLEB cytotox	Peg3 promoter	NR2E3 ag-1	CF NFkB block	Shn3 3UTR inh	NR2E3 ag-2	aDG glyco up	hiPSC survival	HIF-2a block	TWEAK-Fn14 inh	TRPM1 prom inh
CC(=O)c1cc2c(cc1NC(=O)CN1CCN(c3cccc(C(F)(F)F)c3)CC1)OCO2	-11	-2	0	4	9	-14	0.5	-1.0	21	-8	0
COC(=O)c1ccncc1N	-8	7	-1	11	-15	12	-0.1	-0.6	16	5	12
CCOC(=O)C1=C(O)/C(=C/N(C)C)N=C1C	2	-6	-4	3	-2	16	-0.2	-4.3	3	3	0
Cc1ccc(C(=O)NCC(=O)Nc2cc(C)ccn2)cc1	5	-122	0	-2	-90	-68	-0.1	0.4	-202	-5	-33
Cc1cccc(-n2c(SCC(=O)Nc3nonc3C)nnc2-c2ccoc2C)c1	0	4	1	9	12	-11	-0.1	-0.5	0	1	5
Cc1cc(C)cc(CC(=O)N2CCC2(C)C(=O)NS(=O)(=O)c2ccccc2C)c1 (stereo not drawn)	-8	-5	·	12	-4	6	0.0	-2.4	16	13	·
O=C1c2ccccc2-c2c1cccc2C(=O)N1CCCCCC1	1	11	0	5	-19	5	0.0	0.0	17	7	12
CCOc1ccc(S(=O)(=O)N2CCC(C(=O)NCc3ccncc3)CC2)cc1C	-6	-1	1	14	14	8	-0.2	0.1	6	6	28
CC(C)CN=C(NS(=O)(=O)c1ccccc1)C(Cl)(Cl)Cl	-23	99*	2	88*	65	-15	-0.2	3.3	92*	99*	86*
CCOc1ccc(-c2nc(CCl)cs2)cc1OC	-4	-84	-1	14	-12	4	-0.1	-0.7	-82	-16	-22
COc1ccc(CNC(=O)C2CCN(S(=O)(=O)c3ccc(N4CCCC4=O)cc3)CC2)cc1	8	-10	·	-3	44	-3	0.0	-2.2	-11	0	·
COc1cc2c(cc1OC)C(C)N(C(=O)c1cccs1)CC2 (stereo not drawn)	-2	23	0	17	-1	-2	0.1	-0.7	18	-7	-2
CC(=O)c1cc(CN2CCCCC2)cc(OC(C)C)c1	-9	-4	2	-3	0	-3	-0.2	-0.6	19	-17	-3
C=CCSc1ncc(C#N)c(N)n1	-1	9	-1	0	-9	-8	0.0	2.1	8	5	14
CCNC(=O)c1sccc1-n1cccc1	1	7	-2	-9	-4	-1	0.0	7.6	15	2	5
COc1ccc(NC(=O)c2cccc(NC(=O)c3ccccc3)c2)cc1	5	-131	0	-14	-66	-21	0.3	0.4	-178	-13	-43
Cc1c(C)c2cc(Cl)c(OCc3nn[nH]n3)cc2oc1=O	18	6	1	-14	-4	-9	0.2	-0.1	-5	-1	11
Cc1ccc(-n2nc3c(c2NC(=O)c2ccc4c(c2)OCO4)CS(=O)C3)cc1 (stereo not drawn)	-2	-6	-1	9	-4	-27	0.2	0.0	16	-1	7
COc1ccccc1N1CCN(C(=O)c2ccc3c(c2)CCN3S(C)(=O)=O)CC1	5	12	1	10	-1	-15	-0.4	-0.6	-2	1	8
CCc1sc(C(=O)NC2CCN(C)CC2)cc1Br	-7	4	3	10	-22	-4	-0.1	-1.8	-11	10	6
Nc1nonc1-n1nnc(C(=O)N/N=C/C=C/c2ccccc2)c1CSC1=NCCS1	10	-13	-1	-19	-28	-94	0.4	-0.3	-32	8	·
Cc1ccc(CS(=O)Cc2ccc(C(=O)NCc3ccc4c(c3)OCO4)o2)cc1 (stereo not drawn)	-5	-4	1	-28	20	-3	0.0	-0.2	-3	-3	-2
CCCOc1cccc(-c2cc(C(=O)NNC(=S)NCC)c3ccccc3n2)c1	-14	-111	2	-6	-54	-19	-0.3	-4.0	-224	-1	-31
CCOc1ccc(C(=O)CCC(=O)O)cc1	-10	0	-4	21	0	6	0.0	-1.5	-6	4	-3
FC(F)(F)c1cccc(Sc2cc(C(F)(F)F)nc(-c3ccccn3)n2)c1	-20	27	0	13	40	-3	2.5	-1.1	16	45	-2
C[C@]12c3[nH]c4cc(-c5ccco5)ccc4c3CCN1C(=O)[C@@H](CC(=O)NCCc1ccccn1)C[C@@H]2C(=O)N1CCOCC1	21	-9	·	-22	2	-43	0.1	2.4	1	0	3
C[C@@H](O)CNC(=O)c1[nH]cnc1C(=O)Nc1cccc(Cl)c1	-13	5	·	11	23	8	-0.2	0.0	-28	1	·
COc1ccc(NC(=O)N(C)C[C@@H]2OCc3cn(nn3)CCCC(=O)N([C@H](C)CO)C[C@H]2C)c(OC)c1	-4	-5	·	-11	11	-9	0.0	-0.7	4	13	·
CCC(C)[C@@H](N)C(=O)N/N=C/c1ccc2ncccc2c1 (stereo partly drawn)	-1	-13	-1	11	16	-8	-0.2	-0.1	0	9	-5
CCOc1ccc(CN2CCN(Cc3cccn3-c3nccs3)CC2CCO)cc1 (stereo not drawn)	-5	6	1	-20	5	6	0.0	-0.8	12	-13	0
COc1cc([N+](=O)[O-])ccc1NC(=O)COC(=O)c1ccc(NC(N)=O)cc1	-1	26	2	3	5	-13	0.0	0.6	4	-35	3
NS(=O)(=O)c1ccccc1NC(=O)c1c(O)c2ccccc2[nH]c1=O	-6	-208	2	44	-65	-177	0.0	0.2	-199	43	-57
Cc1cccc2cc(C(c3nnnn3C3CCCC3)N3CCOCC3)c(=O)[nH]c12 (stereo not drawn)	-1	15	1	1	-3	-4	-0.2	0.8	7	20	11
CCC(=O)c1ccc(OC(=O)C2CCN(C3=NS(=O)(=O)c4ccccc43)CC2)cc1	7	-7	-1	21	-7	11	0.0	0.7	-1	-4	3
CCOc1ccc(CCN2C(=S)N([C@@H](CC(C)C)CN3CCCC3CN3C(=S)NC[C@@H]3Cc3ccc(O)cc3)C[C@@H]2CC(C)C)cc1 (stereo partly drawn)	1	15	·	24	59	-3	0.1	-3.3	-19	13	18
O=C(Nc1nccs1)C1CC(=O)N(Cc2ccco2)C1 (stereo not drawn)	5	14	-3	13	-29	-25	-0.1	1.6	19	2	5
O=C(CSc1nnc(C2COc3ccccc3O2)o1)N1CCCCC1 (stereo not drawn)	-5	-64	1	-22	-25	-52	0.0	5.4	-113	-10	-24
COc1ccccc1CCNC(=O)C(=O)c1cn(CC(=O)N2CCCC2)c2ccccc12	-5	-82	-1	11	-30	-41	-0.4	-0.4	-79	-3	-13
c1ccc(-c2cc(N3CCOCC3)nc(-c3ccccc3)n2)cc1	-14	-4	3	26	18	10	0.1	-2.6	10	-5	-1
COC(=O)c1c(S(=O)(=O)N2CCOCC2)c(C)n(C)c1C	10	11	1	8	-12	-24	0.0	-0.3	3	14	2
CCCN1C(=O)c2ccccc2NC1c1cc(OC)c(OC)c(OC)c1 (stereo not drawn)	2	5	0	-5	-2	-4	0.1	-0.9	4	-4	0
Cc1cccc(N2C(=O)CC(c3ccc(F)cc3)C3=C2COC3=O)c1 (stereo not drawn)	0	-2	-3	11	-7	10	-0.1	-0.5	28	8	2
Cc1ccc(CCNC(=O)C2CCC(=O)N2CCc2ccccc2)cc1 (stereo not drawn)	1	-3	-4	4	-11	-12	-0.1	0.3	16	13	-4
CN(CC(=O)Nc1c(Cl)cccc1Cl)C(=O)CNC(=O)c1ccc2c(c1)OCO2	-16	2	2	-8	-2	4	0.0	0.7	5	0	-1
Cn1c(COc2ccc(Cl)cc2Cl)nnc1SCC(=O)NCC1CCCO1 (stereo not drawn)	9	19	4	4	-2	-1	-0.1	0.7	6	6	-2
COC(=O)C1=C(C)N(c2ccc(OC)c(OC)c2)C(=O)/C1=C\c1cccs1	4	1	-4	-8	4	-2	-0.4	2.5	9	-36	-6
CC(C)c1ccc(NC2CCCN(C(=O)CN3CCOC3=O)C2)cc1 (stereo not drawn)	-3	1	5	-8	-11	5	-0.1	-0.5	1	16	22

TWEAK-Fn14 inh, what is marked active above
SMILES,Peg3 promoter,NR2E3 ag-1,CF NFkB block,Shn3 3UTR inh,NR2E3 ag-2,aDG glyco up,HIF-2a block,TWEAK-Fn14 inh,TRPM1 prom inh
CC(C)CN=C(NS(=O)(=O)c1ccccc1)C(Cl)(Cl)Cl,99*,2,88*,65,-15,-0.2,92*,99*,86*

Molecules shown so far that have a halogen, in the order listed:
SMILES	KKLEB cytotox	Peg3 promoter	NR2E3 ag-1	CF NFkB block	Shn3 3UTR inh	NR2E3 ag-2	aDG glyco up	hiPSC survival	HIF-2a block	TWEAK-Fn14 inh	TRPM1 prom inh
CC(=O)c1cc2c(cc1NC(=O)CN1CCN(c3cccc(C(F)(F)F)c3)CC1)OCO2	-11	-2	0	4	9	-14	0.5	-1.0	21	-8	0
CC(C)CN=C(NS(=O)(=O)c1ccccc1)C(Cl)(Cl)Cl	-23	99*	2	88*	65	-15	-0.2	3.3	92*	99*	86*
CCOc1ccc(-c2nc(CCl)cs2)cc1OC	-4	-84	-1	14	-12	4	-0.1	-0.7	-82	-16	-22
Cc1c(C)c2cc(Cl)c(OCc3nn[nH]n3)cc2oc1=O	18	6	1	-14	-4	-9	0.2	-0.1	-5	-1	11
CCc1sc(C(=O)NC2CCN(C)CC2)cc1Br	-7	4	3	10	-22	-4	-0.1	-1.8	-11	10	6
FC(F)(F)c1cccc(Sc2cc(C(F)(F)F)nc(-c3ccccn3)n2)c1	-20	27	0	13	40	-3	2.5	-1.1	16	45	-2
C[C@@H](O)CNC(=O)c1[nH]cnc1C(=O)Nc1cccc(Cl)c1	-13	5	·	11	23	8	-0.2	0.0	-28	1	·
Cc1cccc(N2C(=O)CC(c3ccc(F)cc3)C3=C2COC3=O)c1 (stereo not drawn)	0	-2	-3	11	-7	10	-0.1	-0.5	28	8	2
CN(CC(=O)Nc1c(Cl)cccc1Cl)C(=O)CNC(=O)c1ccc2c(c1)OCO2	-16	2	2	-8	-2	4	0.0	0.7	5	0	-1
Cn1c(COc2ccc(Cl)cc2Cl)nnc1SCC(=O)NCC1CCCO1 (stereo not drawn)	9	19	4	4	-2	-1	-0.1	0.7	6	6	-2
